# Source: PubChem BioAssay (National Center for Advancing Translational Sciences (NCATS))
# Mm-Cpn inhibitor – Inhibitors of TCP-1 ring complex (TRiC) of Methanococcus maripaludis (MmCpn): qHTS; purified Mm-Cpn ATPase, ADP Transcreener TR-FRET; Potency, µM (doses to about 76.9 µM), for inactives: top-dose activity, negative = inhibition, most hits filed as inhibitors; 330,000 compounds, 0.031% hits; AID 504842, 2011; also: potency is read from the fitted curve at half-maximal effect; % is scaled to controls: 0 for no effect and ±100 for the full control effect; nearly all actives have a fitted effect of over 80% in size
#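 TR-FRET (320 nm excitation; 590 and 665 nm emission) reports ADP made from 10 uM ATP by 25 nM enzyme; compounds were preincubated 10 min, reaction run 30 min, both at 37°C.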
# A549 tox – Nrf2 qHTS screen for inhibitors: counterscreen for cytotoxicity; Potency, µM (doses to about 46 µM), for inactives: top-dose activity change, negative = cytotoxicity, most hits filed as inhibitors; 390,000 compounds, 0.16% hits; AID 504648, 2011; A549 ARE-Fluc cells, CellTiter-Fluor viability, 18-24 h; also: potency is read from the fitted curve at half-maximal effect; % is scaled to controls: 0 for no effect and ±100 for the full control effect
#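 Cytotoxicity counterscreen: CellTiter-Fluor fluorescence was measured in A549 ARE_Fluc cells after 18-24 h of compound exposure in a concentration series. The subsequent BugLite luminescent read reports ARE-luciferase activity.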
# EPAC2 antagonist – qHTS for Antagonist of cAMP-regulated guanine nucleotide exchange factor 2 (EPAC2): primary screen. Rap guanine nucleotide exchange factor 4 (Homo sapiens), Q8WZA2. EPAC2 GEF exchange of Rap1B-BODIPY-GDP, fluorescence. Potency, µM (series often up to 114 µM), for the others: at the top dose activity, negative = inhibition, actives largely listed as inhibitors. 360,000 compounds, 0.18% hits; also: potency is read from the fitted curve at half-maximal effect; % is scaled to controls: 0 for no effect and ±100 for the full control effect; nearly all actives have a fitted effect of over 45% in size; many of its hits are not listed in these tables
# Target sequence (Q8WZA2 whole entry, looked up): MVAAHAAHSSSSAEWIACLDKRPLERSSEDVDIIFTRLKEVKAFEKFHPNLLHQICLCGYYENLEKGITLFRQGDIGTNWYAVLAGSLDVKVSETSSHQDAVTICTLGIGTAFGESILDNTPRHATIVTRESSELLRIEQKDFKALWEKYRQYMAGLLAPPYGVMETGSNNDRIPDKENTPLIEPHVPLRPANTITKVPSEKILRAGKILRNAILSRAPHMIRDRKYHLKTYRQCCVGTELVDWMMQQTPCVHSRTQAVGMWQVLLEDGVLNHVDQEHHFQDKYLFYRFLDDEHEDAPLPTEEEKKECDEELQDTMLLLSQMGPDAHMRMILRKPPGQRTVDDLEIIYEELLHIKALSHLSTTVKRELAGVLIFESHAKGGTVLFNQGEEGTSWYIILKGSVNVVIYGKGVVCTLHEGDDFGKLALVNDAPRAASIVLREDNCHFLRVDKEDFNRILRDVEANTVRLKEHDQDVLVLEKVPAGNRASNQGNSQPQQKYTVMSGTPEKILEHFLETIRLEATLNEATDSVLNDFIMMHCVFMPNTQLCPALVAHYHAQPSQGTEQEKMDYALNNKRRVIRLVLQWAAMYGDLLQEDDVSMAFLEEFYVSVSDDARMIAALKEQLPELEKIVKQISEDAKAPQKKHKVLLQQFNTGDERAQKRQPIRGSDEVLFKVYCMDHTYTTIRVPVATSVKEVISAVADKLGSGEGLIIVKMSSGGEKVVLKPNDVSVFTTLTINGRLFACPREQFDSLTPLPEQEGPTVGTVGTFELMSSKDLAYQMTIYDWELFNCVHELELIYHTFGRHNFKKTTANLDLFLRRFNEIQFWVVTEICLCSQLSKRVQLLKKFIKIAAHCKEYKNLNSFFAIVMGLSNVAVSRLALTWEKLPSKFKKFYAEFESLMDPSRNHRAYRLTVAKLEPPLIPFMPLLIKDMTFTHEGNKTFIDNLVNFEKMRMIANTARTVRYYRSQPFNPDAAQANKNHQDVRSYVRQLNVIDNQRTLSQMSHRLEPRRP
# EPAC2 ag – qHTS for Agonist of cAMP-regulated guanine nucleotide exchange factor 4 (EPAC2): primary screen. Rap guanine nucleotide exchange factor 4 (Homo sapiens), Q8WZA2. EPAC2 activation, biochemical qHTS; response scale: 100% = 6.5 mM cAMP response. Potency, µM (doses to about 154 µM), for inactives: at the highest dose activation, hits mostly activators. 360,000 compounds, 0.079% hits; also: potency is read from the fitted curve at half-maximal effect; nearly all actives have a fitted effect of over 50% in size
#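 Each well held 100 nM EPAC2, 250 nM RAP1B-BODIPY-GDP and 50 uM GDP. Fluorescence, read at 5-min intervals to 30 min, was referenced to a 6.5 mM cAMP positive control.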
# TGFb SMAD3 inh – qHTS for Inhibitors of TGF-b; Potency, µM (top dose mostly 46.1 µM), without a hit: at the top dose activity, negative = inhibition, actives largely listed as inhibitors; 410,000 compounds, 1.2% hits; HepG2 CAGA-GFP TGF-b/SMAD3 reporter, GFP fluorescence, 18 h; TGF-beta stimulated, 500 pg/mL final; AID 588855, 2011; also: potency is read from the fitted curve at half-maximal effect; % is scaled to controls: 0 for no effect and ±100 for the full control effect; nearly all actives have a fitted effect of over 65% in size
#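 Per well, imaged GFP fluorescence of HEPG2 CAGA-GFP cells gives the signal; cells get compound, then TGF-beta (500 pg/mL final), 18 h at 37 degrees C; %Activity versus -TGF-beta and +DMSO controls.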
# pAkt inh – HTS Assay for Inhibitors of Akt Phophorylation: Primary Screen | Neuro2A IGF-stimulated pAkt S473 HTRF, 20 min; stronger effect = lower value | activity change, % for hits at 50 µM | 360,000 compounds, 0.32% hits | AID 651550, 2012; in the data active = activity change below about -80%; inconclusive = mostly about -51% to -80%; also: % is scaled to controls: 0 for no effect and ±100 for the full control effect
#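 Neuro2A cells in DMEM with 0.5% FBS, overnight at 37 deg C, given compound at single 50 µM final, then IGF (6 nM final) for 20 min at 37 deg C. Lysed; phospho-Akt Ser473 by HTRF after 24 h, 665/615 ratio.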
# Nrf2 activator – qHTS of Nrf2 Activators | 410,000 compounds, 0.31% hits | AREc32 ARE-luciferase reporter (MCF7-derived line), luminescence, 24 h | Potency, µM (top dose mostly 46.1 µM), for inactives: at the top dose activation, most hits filed as activators | AID 624171, 2012; also: potency is read from the fitted curve at half-maximal effect; % of control where 0% means no effect; nearly all actives have a fitted effect of over 65% in size
#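 ARE-driven firefly luciferase activity in AREc32 cells measured after a 24 hr compound exposure at 37 deg C, using Steady-Glo reagent and a 30 min room-temperature hold.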
# Nrf2 block – Nrf2 qHTS screen for inhibitors; A549 ARE-Fluc reporter, luciferase luminescence, 18-24 h; Potency, µM (titrated, usually from 46 µM), for inactives: at the highest dose activity change, negative = inhibition, hits mostly inhibitors; 360,000 compounds, 2.1% hits; also: potency is read from the fitted curve at half-maximal effect; % is scaled to controls: 0 for no effect and ±100 for the full control effect; nearly all actives have a fitted effect of over 60% in size
#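 Two sequential reads on A549 ARE_Fluc cells exposed to compound for 18-24 h: a CellTiter-Fluor fluorescence read for viability, then a luciferase luminescence read for Nrf2/ARE activity.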
# CCT modulator – High-Throughput Screening for Modulators of Cytosolic Chaperonin Activity. activity change, % (concentration not given with the values), hits read low. AID 651819, 2012. purified chaperonin ATPase assay, HTRF ADP detection, 30 min. 360,000 compounds, 0.3% hits; in the data active = activity change below about -30%; also: % is scaled to controls: 0 for no effect and ±100 for the full control effect
#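 Enzyme 40 or 20 nM (batch-dependent) in Tris pH 7.4/KCl/MgCl2/DTT; cpd 76 uM single point; ATP 10 uM; 30 min 37 °C; Transcreener ADP HTRF detection, 30 min RT; ratio 665/615.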
# Starred values were filed as active, the others as inactive; i = inactive; ? = inconclusive; . = no result given; [ ] = remark or other dose. Unless noted, calls follow the shape of the dose curve; as a rule, active = well fitted curve in the direction sought with a large enough effect; inconclusive = small, poorly fitted or top-dose-only effect, or another doubt; inactive = no such curve, though single readings can be large; an effect the other way counts as inactive or inconclusive. Not all compounds are listed; rates above refer to the full screens.
compound,Mm-Cpn inhibitor,A549 tox,EPAC2 antagonist,EPAC2 ag,TGFb SMAD3 inh,pAkt inh,Nrf2 activator,Nrf2 block,CCT modulator
Cc1cc(C)c(NC(=O)C2CC(=O)N(C3CCCC3)C2)c(C)c1 (stereo not given),-1.0%,-4.0%,-0.7%,3.8%,-0.7%,i,-0.6%,-8.2%,-0.2
Cc1ccc(NC(=S)NCc2cccs2)c(C)c1,-1.1%,-3.8%,-3.5%,-4.4%,-6.0%,i,-0.1%,-15.8%,-4.1
CC(CNCC1CCCO1)COc1ccccc1 (stereo not given),-3.5%,-17.4%,2.6%,5.4%,0.7%,i,0.3%,-4.8%,-1.0
Cc1nn(-c2cccc(C(F)(F)F)c2)c(Cl)c1/C=N/n1cnnc1,-0.5%,-13.6%,-0.6%,-3.9%,14.3%,i,?,?,3.3
CCN(CC)C(=O)[C@H]1C[C@H](CC(=O)NCCCOC)C(=O)N2CCc3c([nH]c4cc(-c5ccco5)ccc34)[C@]12C,-2.5%,0.5%,-1.5%,0.9%,-11.1%,i,10.3%,?,2.7
O=C(Nc1ccccc1Cl)C1CC(=O)N(c2ccccc2)C1 (stereo not given),-0.5%,2.1%,-4.3%,4.2%,10.5%,i,0.1%,-11.1%,-2.7
Cc1ccc(NC(=O)CSCC(=O)N(C)CC(=O)Nc2c(C)cccc2C)cc1,.,.,-1.6%,2.1%,-5.8%,i,0.3%,.,-1.6
Cn1c(=O)[nH]c(=O)c2c1nc(SCC(=O)O)n2CCc1ccccc1,-0.7%,-3.6%,-7.9%[57.1 µM],-14.4%,-8.9%,i,-0.7%,-14.2%,0.9
CCc1ccc(NC(=O)C2CCC(CNC(=O)[C@@H]3Cc4ccccc4CN3)CC2)cc1 (stereo not given in full),0.9%,-3.2%,5.0%,3.2%,?,i,4.0%,-4.1%,1.5
Cc1ccccc1Cn1cc(S(=O)(=O)CC(=O)Nc2nccs2)c2ccccc21,-1.2%,-17.5%,-4.7%,14.6%,-26.4%,i,0.1%,?,-1.0
CCCN(C(=O)Cc1coc2cc(C)c(C)cc12)c1c(N)n(Cc2ccccc2)c(=O)[nH]c1=O,-5.3%,0.5%,5.7%,-9.9%,-5.2%,i,-0.2%,-3.0%,-0.4
CC(C(=O)NCc1ccc(F)cc1)n1ccc2cc(S(=O)(=O)N3CCCC3)ccc21 (stereo not given),0.1%,-17.3%,-25.8%,9.9%,-7.4%,i,-0.7%,20.6µM*,-0.6
CC1CCc2sc(-c3n[nH]c(=S)o3)cc2C1 (stereo not given),-6.1%,-6.9%,-27.7%,-4.1%,2.7%,i,1.0%,?,-0.5
Cc1cc(CN(C)Cc2ccc(OCC(O)CN(C)Cc3ccccc3)cc2)on1 (stereo not given),-3.2%,-1.6%,-6.9%,-1.7%,-3.0%,i,3.3%,-5.4%,-3.0
CCN1C(=O)[C@H]2[C@@H](c3ccc(-c4ccc(C(C)=O)cc4)cc3)N3CCCC[C@@]3(C(=O)OC)[C@H]2C1=O,-1.4%,-7.6%,12.7%,12.0%,-5.6%,i,-0.8%,?,-1.1

# Individual results from the list:
# Nrf2 activator with Cc1cc(C)c(NC(=O)C2CC(=O)N(C3CCCC3)C2)c(C)c1 (stereo not given) reads -0.6%
# Nrf2 block with CC(CNCC1CCCO1)COc1ccccc1 (stereo not given) reads -4.8%

# (continued)
compound,Mm-Cpn inhibitor,A549 tox,EPAC2 antagonist,EPAC2 ag,TGFb SMAD3 inh,pAkt inh,Nrf2 activator,Nrf2 block,CCT modulator
CCOc1ccc2nc(N3CCCC(C(=O)Nc4ccccc4CC)C3)sc2c1 (stereo not given),.,-10.3%,.,.,9.6%,.,5.1%,?,.
O=C(NCC(=O)N(c1ccccc1)C(C(=O)NC1CCCCC1)c1cccnc1)c1ccco1 (stereo not given),0.5%,-0.6%,5.3%,5.7%,-10.0%,i,-0.2%,-0.8%,-2.1
O=C(NCCc1ccccc1)c1ccc(CSc2nc3cccnc3n2Cc2ccccc2)cc1,.,-13.8%,.,.,?,.,0.6%,?,.
CCc1ccc(C(=O)OCC(=O)Nc2c(C)n(C)n(-c3ccccc3)c2=O)cc1,.,.,-0.1%,10.5%,2.3%,i,-0.3%,.,-1.6
CCC1CCCCN1C(=O)c1ccc2c(c1)C(=O)N(c1ccc(C)cc1)C2=O (stereo not given),-1.0%,1.0%,-0.4%,12.1%,-0.7%,i,-0.1%,4.2%,1.5
O=C1CN(C(=O)COC(=O)CCC(=O)c2ccc3c(c2)OCCO3)c2ccccc2N1,2.3%,5.2%,-3.4%,10.8%,0.0%,i,0.2%,2.1%,-2.5
O=C(Nc1ccc(N2CCOCC2)c(Cl)c1)c1ccc(F)cc1,-1.0%,-1.3%,-1.1%,-10.8%,9.6%,i,3.9%,24.6%,0.2

# Quoted at random: 3 records from the list, in no set order.
compound,Mm-Cpn inhibitor,A549 tox,EPAC2 antagonist,EPAC2 ag,TGFb SMAD3 inh,pAkt inh,Nrf2 activator,Nrf2 block,CCT modulator
O=C(NCC(=O)N(c1ccccc1)C(C(=O)NC1CCCCC1)c1cccnc1)c1ccco1 (stereo not given),0.5%,-0.6%,5.3%,5.7%,-10.0%,i,-0.2%,-0.8%,-2.1
CCc1ccc(C(=O)OCC(=O)Nc2c(C)n(C)n(-c3ccccc3)c2=O)cc1,.,.,-0.1%,10.5%,2.3%,i,-0.3%,.,-1.6
O=C(Nc1ccc(N2CCOCC2)c(Cl)c1)c1ccc(F)cc1,-1.0%,-1.3%,-1.1%,-10.8%,9.6%,i,3.9%,24.6%,0.2
